Compound activity from PubChem BioAssay.
PGC1a acetyl inh = inhibitors of PGC1a acetylation signal, primary screen, cell-based, U2OS, AlphaScreen, inhibitor mode; AlphaScreen anti-acetyl-lysine; with virally co-expressed GCN5 acetyltransferase; inhibition, % at 15.6 µM; actives 0.17% (n = 350,000); AID 651687, 2012;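 active = every replicate shows inhibition of at least 40%; inconclusive = mean inhibition at least 40% but some replicate below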;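 note: 0% = neutral control wells and 100% = positive control wells; some results beyond the cut were filed as inactive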
PglD DTNB = C. jejuni PglD acetyltransferase inhibitors, primary screen, biochemical, DTNB colorimetric, single point; purified PglD enzyme, DTNB colorimetric CoA detection; inhibition, % at 12.5 µM; actives 0.098% (n = 360,000); in the data active = inhibition above about 16%, passing the limit was not always enough; inconclusive = no clear call, values can overlap the other calls; note: strong numbers were not always called active
FN deposit inh = inhibitors of fibronectin matrix deposition, primary screen, AH1F cells, Alexa488-fibronectin fluorescence, plate reader; inhibition, % at 12.6 µM; AH1F fibroblasts, overnight; actives 0.086% (n = 350,000);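 active = mean inhibition across replicates of 30% or more, regardless of how many single replicates reach that level; inconclusive = mean under 30% yet at least half of replicates reach 30%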;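 note: positive control wells lacked labelled fibronectin entirely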
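Measured by – fluorescence 485/525 nm · System – AH1F fibroblast monolayer, labelled fibronectin deposition · Amount – 10000 cells per well · Buffer or medium – serum-reduced DMEM (2% serum) · Doses – single dose, pinned · Also added – fluorescent fibronectin at 24 nM final · Schedule – 1 h cell attachment, overnight exposure to compound and label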
LGR2 antag = inhibitors of bursicon-induced LGR2 CRE-luciferase signal, primary screen, cell-based, HEK293, CRE-luciferase reporter, bursicon stimulation; Drosophila bursicon receptor LGR2 (rickets); bursicon-stimulated, 4 h; inhibition, % at 9.99 µM; actives 0.35% (n = 380,000);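 active = drop in luminescence signal, shown as inhibition above about 50% in the replicate tests, limit read from the data, passing the limit was not always enough; inconclusive = probably only some replicates passing the limit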;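 note: agonist challenge used bursicon conditioned medium at about half maximal strength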
PAX8 inh HTS = inhibitors of PAX8-driven TPO luciferase reporter, primary screen, RMG-I cells, single concentration; AID 652154, 2013; SteadyGlo, 24 h; actives 1.2% (n = 360,000); inhibition, % at 12.6 µM;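 active = mean replicate inhibition at least 60% with every replicate also reaching 60%; inconclusive = only one of the two criteria is met; inactive = mean below 60% and not all replicates reaching 60%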;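 note: luciferase light reporting Pax8 driven TPO promoter activity; plate controls were median of neutral control wells for no effect and mitoxantrone controls for full effect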
ERAP1 inh = human ERAP1 aminopeptidase inhibitors, primary screen, biochemical, single point, plate reader; Endoplasmic reticulum aminopeptidase 1 (Homo sapiens), Q9NZ08; recombinant ERAP1, Leu-AMC fluorescence, 60 min; actives 0.15% (n = 340,000); inhibition, % at 10.7 µM;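 active = mean replicate inhibition of at least 30%, or all replicates individually reaching that 30% level; inactive = mean below 30% and not every replicate reaching it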;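 note: 0% = neutral control wells and 100% = L-leucinethiol positive control wells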
Target sequence (Q9NZ08 whole entry, looked up): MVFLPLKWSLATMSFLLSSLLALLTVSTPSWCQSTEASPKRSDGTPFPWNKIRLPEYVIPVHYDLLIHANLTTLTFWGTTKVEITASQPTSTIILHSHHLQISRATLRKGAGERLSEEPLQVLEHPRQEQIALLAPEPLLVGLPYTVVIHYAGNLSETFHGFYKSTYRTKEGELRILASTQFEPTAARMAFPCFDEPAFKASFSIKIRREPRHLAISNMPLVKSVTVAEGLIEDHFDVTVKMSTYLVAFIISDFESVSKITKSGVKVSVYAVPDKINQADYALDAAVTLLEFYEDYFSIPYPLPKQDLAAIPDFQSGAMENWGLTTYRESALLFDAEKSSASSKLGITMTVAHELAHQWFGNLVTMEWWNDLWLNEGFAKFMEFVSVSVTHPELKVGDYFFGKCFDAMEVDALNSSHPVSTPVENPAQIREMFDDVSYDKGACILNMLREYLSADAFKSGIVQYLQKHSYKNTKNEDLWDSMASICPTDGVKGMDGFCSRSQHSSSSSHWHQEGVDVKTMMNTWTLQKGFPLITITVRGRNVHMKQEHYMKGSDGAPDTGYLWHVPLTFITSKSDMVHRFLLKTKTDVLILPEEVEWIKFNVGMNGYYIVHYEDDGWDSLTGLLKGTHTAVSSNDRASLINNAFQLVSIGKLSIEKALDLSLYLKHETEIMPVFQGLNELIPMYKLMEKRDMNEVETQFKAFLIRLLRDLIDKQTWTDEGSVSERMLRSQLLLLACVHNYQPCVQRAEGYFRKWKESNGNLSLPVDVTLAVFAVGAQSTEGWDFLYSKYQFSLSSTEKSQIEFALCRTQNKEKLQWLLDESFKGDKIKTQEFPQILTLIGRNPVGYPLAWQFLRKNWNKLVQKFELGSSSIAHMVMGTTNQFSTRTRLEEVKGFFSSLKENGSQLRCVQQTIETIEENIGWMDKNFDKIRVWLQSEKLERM
EWS-Fli inh = EWS/Fli-driven NR0B1 reporter inhibitors, primary screen, A673 cells, NR0B1 luciferase, luminescence, MLPCN library. viability-normalised. actives 0.67% (n = 350,000). AID 651661, 2012. inhibition, % at 12.6 µM;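 active = mean inhibition of at least 50% after viability correction, with every replicate also passing that limit; inconclusive = mean reaches 50% but only one of two replicates passes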;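 note: firefly luciferase signal divided by Alamar Blue viability fluorescence both relative to DMSO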
S100A4 inh HTS = inhibitors of S100A4-myosin IIA peptide binding, primary screen, biochemical, fluorescence polarization, TAMRA-MyoIIA peptide; inhibition, % at 10.7 µM; actives 0.14% (n = 360,000); Protein S100-A4 (Homo sapiens), P26447; AID 652163, 2013;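 active = mean inhibition of at least 70% across replicates, with every replicate also reaching that level; inconclusive = mean inhibition reaches 70% but some replicates fall short; inactive = mean inhibition below 70%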
Target sequence (P26447 whole entry, looked up): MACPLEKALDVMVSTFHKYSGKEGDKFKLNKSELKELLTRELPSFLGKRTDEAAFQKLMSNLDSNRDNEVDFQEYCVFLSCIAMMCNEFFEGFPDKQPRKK
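incubation = readout 5 min after mixing, signal stable up to 60 min | system = S100A4 monomer protein | buffer or medium = HEPES pH 7.2 with CaCl2, KCl, NaCl, DTT, Triton | benchmarks = neutral control DMSO, positive control TFP | also added = fluorescent myosin IIA peptide, 5 nM | compound dosing = one concentration per compound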
Active calls of the source: *; u = inconclusive; x = not tested or not shown; & = joins results of further samples; ! = not active in a repeat.

SMILES | PGC1a acetyl inh | PglD DTNB | FN deposit inh | LGR2 antag | PAX8 inh HTS | ERAP1 inh | EWS-Fli inh | S100A4 inh HTS
C[C@@H]1CN([C@@H](C)CO)C(=O)c2cc(NS(=O)(=O)c3ccccc3)ccc2O[C@@H]1CN(C)Cc1ccc(C(=O)Nc2ccccc2N)cc1 | 2 | 0 | x | -5 | 19 | 3 | 57* | -5
CCCN1C(=O)CC(Sc2ncccc2C(=O)O)C1=O (centres undefined) | 9 | 0 | -1 | 6 | 3 | 2 | -10 | -3
O=C(c1ccc(F)cc1)N1C[C@@H]2N[C@H](C1)C2c1ccc(/C=C/c2ccccc2)cc1 (some centres undefined) | -14&-48 | x | -8&2 | 20&6 | -2&56 | 2&2 | 6&13 | -6&4
CCCN(CCC)S(=O)(=O)c1cccc(-c2csc(C)n2)c1 | -3 | -4 | 1 | 12 | 9 | x | -2 | -3
COC(=O)C1C(O)CCC2CN3CCc4c([nH]c5ccccc45)C3CC21 (centres undefined) | 6 | -4 | x | 0 | x | 3 | 1 | 0
O=c1[nH]c(-c2ccc(F)cc2)nc2c1sc(=S)n2-c1ccccc1 | -4 | -5 | -5 | 15 | -3 | 0 | -1 | -6
CCc1ccc(OCC(=O)N/N=C(\C)c2ccc(OC(F)F)cc2)cc1 | x | x | 2 | -20 | -14 | -2 | -6 | -3
COc1ccc(-c2ccc(C3[C@@H]4CN(Cc5cc(OC)cc(OC)c5)C[C@H]3N4)cc2)cc1 (some centres undefined) | -24&-121 | x | 17 | -6 | 86*! | 0&1 | -3&-9 | -2&-7
COc1cccc(OC)c1OCCNCC1CSc2ccccc2O1 (centres undefined) | -2 | -2 | 5 | -4 | -15 | -2 | -4 | -2
CCOC(=O)C(CCCCOc1ccc([N+](=O)[O-])cc1)C(=O)OCC | -8 | 8 | x | -7 | x | 2 | 6 | 3
O=C(C[C@H]1CC[C@@H]2[C@H](COC[C@H](O)CN2C(=O)Nc2cccc(F)c2)O1)NCCCN1CCOCC1 | 2 | 1 | -3 | -16 | -33 | -9 | -44 | -1
CC(=O)N1CCN(c2ncnc3ccccc23)CC1 | 16 | -25 | 7 | 9 | 9 | 0 | -13 | 1
CSCCC(C(=O)N1C[C@]2(C)C[C@H]1CC(C)(C)C2)N1C(=O)c2ccccc2C1=O (some centres undefined) | -10 | -12 | -22 | x | -2 | x | x | x
COc1ccccc1Nc1cc(C(=O)NCCCN2CCOCC2)c2ccccc2n1 | 1 | 3 | -2 | -13 | 10 | 7 | -4 | 7
COc1ccc(CCNC(=O)/C(C#N)=C2\N=C(NC(=O)c3ccco3)c3ccccc32)cc1 | 14 | -5 | 6 | -11 | -8 | x | 13 | -1
COc1ccc(CC(NC(C)=O)C(=O)N2CCN(C(=O)Nc3cccc(F)c3)CC2)cc1OC (centres undefined) | -3 | x | -20 | 12 | -2 | -1 | 7 | 7
CCCC(=O)Nc1ccc2c(c1)C(=O)N(C)C[C@H](OC)[C@@H](C)CN(Cc1cncnc1)[C@H](C)CO2 | 10 | 0 | -4 | 12 | 1 | -1 | -2 | -4
Cn1c(=O)n(CC(=O)O)c(=O)c2c1nc1n2CCS1 | 3&10 | -2&-1 | -1&4 | 13 | 0 | 4 | 2 | 0
CN(/N=C/c1cc([N+](=O)[O-])ccc1O)c1ccccc1 | x | x | 6 | -52 | -38 | 1 | -25 | 3
CC(=O)c1cccc(NC(=O)CN2C(=O)NC(C)(c3ccc4c(c3)OCCCO4)C2=O)c1 (centres undefined) | -24 | 3 | 5 | 3 | 4 | -3 | 7 | 4

The last two records of the section before come first, to join the parts:
SMILES | PGC1a acetyl inh | PglD DTNB | FN deposit inh | LGR2 antag | PAX8 inh HTS | ERAP1 inh | EWS-Fli inh | S100A4 inh HTS
CN(/N=C/c1cc([N+](=O)[O-])ccc1O)c1ccccc1 | x | x | 6 | -52 | -38 | 1 | -25 | 3
CC(=O)c1cccc(NC(=O)CN2C(=O)NC(C)(c3ccc4c(c3)OCCCO4)C2=O)c1 (centres undefined) | -24 | 3 | 5 | 3 | 4 | -3 | 7 | 4
O=S1(=O)CCOC[C@H](Cc2ccccc2)N1Cc1ccc(Cl)cc1 | -36 | 3 | -3 | -5 | -35 | x | -10 | x
C[C@@H]1CN([C@@H](C)CO)C(=O)CCCn2cc(nn2)CO[C@H]1CN(C)Cc1ccc(C(F)(F)F)cc1 | 7 | 1 | -7 | -1 | x | -3 | -7 | 2
O=C(N[C@H]1CC[C@H](CCn2cc(C3CC3)nn2)O[C@H]1CO)c1cccnc1 | 8 | 8 | 0 | 12 | 7 | 0 | -1 | -2
CN(C(=O)c1cccc(NC(=O)Cc2ccc(NC(=O)C3CCN(C(=O)C4CCC4)CC3)cc2)c1)C1CCC1 | -2 | -2 | 3 | 26 | -14 | -4 | 15 | 1
O=C1CNC(=S)N1CCc1ccc(Cl)cc1 | 0 | 5 | 10 | 7 | 0 | 1 | 3 | 4
CCC(C)c1ccc(OCc2ccc(C(=O)O)o2)cc1 (centres undefined) | x | x | 6 | -25 | 23 | 0 | 15 | -2
COc1ccc(C(=O)N2C[C@@H]3[C@H](c4ccccc42)[C@H](CO)N3Cc2ccccc2)cc1 | -4 | 0 | x | 7 | 7 | 1 | 1 | 8
OC[C@H]1[C@@H](c2ccc(-c3cccc(F)c3)cc2)[C@@H]2CN(Cc3cncnc3)CCCCN12 | 0 | 9 | -5 | 12 | 16 | 1 | 4 | -5
CCOc1ccc2nc(SCC(=O)NC3CCCCC3)[nH]c2c1 | -5 | -3 | -2 | -6 | 34 | 0 | 2 | 2
COc1ccc(C)cc1NC(=O)c1ccc(NS(=O)(=O)c2cccc3cccnc23)cc1 | 8 | -1 | 0 | -14 | -8 | 1 | 7 | -3
Cc1cc2c3c([nH]c2cc1S(=O)(=O)NCc1ccc(CN2CCCCCC2)o1)CC(C)(C)CC3=O | -1 | 2 | 4 | -3 | -2 | -5 | x | -11
Cc1c(C(=O)N2CCCCCC2)c(S(=O)(=O)NCc2ccccc2Cl)c(C)n1C | -8 | -2 | -2 | 10 | 9 | -2 | x | -10
C[C@@H]1CN([C@@H](C)CO)C(=O)c2cccc(NS(C)(=O)=O)c2O[C@@H]1CN(C)Cc1ccc(Cl)c(Cl)c1 | -6 | 8 | x | -2 | 18 | -2 | x | -2
CCC(=O)N1C[C@H](C)[C@H](OC)CN(C)C(=O)c2cc(NC(=O)NC3CCCC3)ccc2OC[C@@H]1C | 5 | x | -8 | -2 | x | 1 | 6 | -6
Cc1noc(C)c1NC(=O)N(C)C[C@H]1OCCCC[C@@H](C)Oc2ccc(NC(=O)Cc3ccccc3)cc2C(=O)N([C@@H](C)CO)C[C@@H]1C | u | -1 | 16 | -18 | x | 0 | -3 | -13
CCNC(=O)C[C@@H]1CC[C@H]2[C@H](COc3ccc(NS(C)(=O)=O)cc3C(=O)N2C)O1 | 2 | 1 | -29 | -3 | -1 | 0 | -1 | 0
C[C@@H]1CN([C@@H](C)CO)C(=O)Cc2cc(NC(=O)NC3CCCCC3)ccc2O[C@@H]1CN(C)Cc1ccc2c(c1)OCO2 | 7 | -2 | x | -8 | 10 | 0 | x | 3
CCCn1c(SCC(=O)NNC(=O)c2ccc(OC)cc2)nnc1C(C)C | 9 | -9 | 1 | 20 | -2 | -2 | 2 | -4
CCn1cc(CN(C)S(=O)(=O)c2ccc3ccccc3c2)c(C)n1 | 7 | -3 | 5 | -2 | 16 | x | x | x
COc1ccc(CCNC(=O)C2CCN(S(=O)(=O)c3ccc(F)cc3)CC2)cc1 | -5 | -3 | -1 | x | 17 | 0 | 15 | -1
C[C@@H]1CN([C@H](C)CO)C(=O)Cc2cc(NC(=O)C3CC3)ccc2O[C@H]1CN(C)Cc1ccc(C(=O)O)cc1 | 8 | 3 | -10 | -7 | x | -1 | 0 | 10
CC(=O)Nc1ccc(NC(=O)[C@@H]2CCCC[C@@H]2C(=O)O)cc1 | x | 5 | -3 | -14 | -13 | 2 | -1 | -8
CCOC(=O)c1c(C)[nH]c(C)c1C(=O)COC(=O)c1cccc(S(=O)(=O)NC)c1 | 37 | 3 | 8 | x | -7 | x | x | x
C[C@@H]1CN([C@@H](C)CO)C(=O)c2cc(NS(C)(=O)=O)ccc2O[C@@H]1CN(C)Cc1ccc2c(c1)OCO2 | 1 | 11 | 8 | -3 | -9 | 3 | x | -4
COc1ccc(CN2CCNC(=O)C2CC(=O)NCCc2nc(C)c3c(n2)CCC3)cc1C (centres undefined) | 8 | 3 | 5 | 7 | 2 | -2 | x | -2
Cc1ccc(NC(=O)C2CC(=O)n3ncnc3N2)cc1 (centres undefined) | -20 | 1 | x | -1 | x | 2 | 5 | 3
CCc1ccc(S(=O)(=O)NCCOc2cccc3cccnc23)cc1 | x | -2 | -1 | 8 | x | -3 | 6 | -4
Cc1cccc(NC(=O)c2cccc(NC(=O)c3ccccc3)c2)n1 | -18 | 10 | -3 | -9 | -16 | 2 | -14 | 6
O=C(CSc1nnnn1C1CCCC1)N1CCOCC1 | x | x | x | -11 | -24 | 2 | -13 | -7
CNC[C@@H]1Oc2cc(C#Cc3cccc(F)c3)ccc2S(=O)(=O)N([C@H](C)CO)C[C@H]1C | -25 | 1 | x | 5 | x | 0 | -1 | -2
CCCC(=O)NC(=S)Nc1ccc(CN2CCOCC2)cc1 | 4 | x | -13 | -9 | -1 | 6 | -3 | -1
COc1ccccc1C1CC(c2cccs2)=Nc2ccccc2S1 (centres undefined) | 16 | -3 | 3 | x | -96 | x | x | x
O=Cc1ccc2cccnc2n1 | 7 | x | -1 | 1 | 12 | 6 | 13 | -2
Cc1c(C(=O)O)oc2c1/C(=N\O)CC(C)(C)C2 | x | 3 | 3 | -6 | 10 | 3 | 7 | 0
COc1ccc2c3c([nH]c2c1)[C@@H](CO)N(C(=O)Nc1cccc(F)c1)CC31CN(S(=O)(=O)c2cccc(C)c2)C1 | x | x | x | 8 | x | 4 | 14 | -16
O=C(Cc1ccccc1)NCC(=O)N1CCN(c2ccccc2)CC1 | x | -1 | x | 4 | 9 | -2 | 0 | -18
COC(=O)c1cncc(C)c1 | x | x | 8 | 15 | -15 | 3 | -1 | -6
CC(C)COCC(O)CC(Cc1ccccc1)C(=O)NN (centres undefined) | 4 | x | x | -16 | 8 | 2 | -3 | 0

As entered above:
For FN deposit inh, `CCc1ccc(S(=O)(=O)NCCOc2cccc3cccnc23)cc1` is entered as -1
For ERAP1 inh, `Cc1c(C(=O)O)oc2c1/C(=N\O)CC(C)(C)C2` is entered as 3
For LGR2 antag, `C[C@@H]1CN([C@H](C)CO)C(=O)Cc2cc(NC(=O)C3CC3)ccc2O[C@H]1CN(C)Cc1ccc(C(=O)O)cc1` is entered as -7
For ERAP1 inh, `Cc1cccc(NC(=O)c2cccc(NC(=O)c3ccccc3)c2)n1` is entered as 2
